# HRas wt GTP – modulators of GTP binding to human HRas wildtype | GST-Ras wt beads, Bodipy-FL-GTP binding, flow cytometry; actives lie on both sides | GTP binding activity, % at 10 µM | 190,000 tested, 0.14% active;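 active means GTP binding activity at least 20% away from the 100% baseline, either lowered as inhibitor or raised as activator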;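 further: 0% = unlabeled GTP competition control and 100% = no-compound control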
# Target sequence (P01112 whole entry, looked up): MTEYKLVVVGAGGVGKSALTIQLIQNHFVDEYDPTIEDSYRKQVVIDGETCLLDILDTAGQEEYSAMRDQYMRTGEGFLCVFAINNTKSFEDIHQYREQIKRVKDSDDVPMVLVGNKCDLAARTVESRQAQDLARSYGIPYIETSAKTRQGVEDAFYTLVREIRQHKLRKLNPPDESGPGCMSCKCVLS
# Rac1 mut GTP – modulators of GTP binding to human Rac1 activated mutant; GST-Rac1 activated beads, fluorescent GTP binding, flow cytometry; actives lie on both sides; 100% means binding = to untreated wells; percent activity (GTP binding), % at 10 µM; 190,000 tested, 0.11% active; AID 764;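 active means GTP binding at least 20 percentage points away from the 100% baseline, in either direction, so actives lie on both sides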
# Rac1 wt modul – modulators of human Rac1 wildtype GTP binding. 190,000 tested, 0.27% active. GTP binding activity (% of control), % at 10 µM. P63000. GST-Rac1 beads, fluorescent GTP binding, flow cytometry; actives lie on both sides; 0 = cold GTP competed, 100 = untreated;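 active means GTP binding activity at least 20 points away from the 100% control level, either lower or higher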
# Bim-Bcl-W – inhibitors of Bim-Bcl-W interaction, human; Q92843; bead-based flow cytometry, Bim peptide-Bcl-W binding; inhibition, % at 10 µM; 190,000 tested, 0.02% active; AID 952;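 further: 0% = bound tracer without compound and 100% = peptide blocker; higher means less fluorescent Bim peptide bound to Bcl-W beads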
# Target sequence (Q92843 whole entry, looked up): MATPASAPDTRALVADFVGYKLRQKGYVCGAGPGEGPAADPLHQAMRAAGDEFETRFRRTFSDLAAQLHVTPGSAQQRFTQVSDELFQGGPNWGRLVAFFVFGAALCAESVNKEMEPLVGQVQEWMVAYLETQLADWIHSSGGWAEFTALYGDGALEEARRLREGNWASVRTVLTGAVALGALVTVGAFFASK
# Bim-Bfl-1 – human Bim-Bfl-1 interaction inhibition; Q16548; Bead-based flow cytometry, Bim-Bfl-1 binding inhibition; inhibition, % at 10 µM; 190,000 tested, 0.12% active;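 further: 0% = wells without compound plus tracer and 100% = blocker peptide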
# Bim-Bcl-B – human Bim-Bcl-B interaction inhibition; 190,000 tested, 0.073% active; Q9HD36; inhibition, % at 10 µM; AID 951; bead-based flow cytometry, Bim peptide-Bcl-B binding;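 further: 0% = tracer peptide without compound and 100% = reference inhibitor peptide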
# Target sequence (Q9HD36 whole entry, looked up): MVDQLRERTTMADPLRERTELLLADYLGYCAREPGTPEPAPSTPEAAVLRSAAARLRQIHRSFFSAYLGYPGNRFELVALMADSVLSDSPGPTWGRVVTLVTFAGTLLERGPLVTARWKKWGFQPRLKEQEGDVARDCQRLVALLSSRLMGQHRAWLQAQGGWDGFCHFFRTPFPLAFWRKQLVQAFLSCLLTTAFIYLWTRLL
# Rab2A wt mod – changes GTP binding to wildtype dog Rab2A, up or down. 190,000 tested, 0.19% active. GST-Rab2 wt beads, Bodipy-GTP binding, flow cytometry. P61105. GTP binding activity, % at 10 µM;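 active means GTP binding activity at least 20 points away from 100%, either lowered or raised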;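 further: 0% = beads with excess unlabeled GTP and 100% = no-compound control corrected for plate trend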
# Rab7 wt modul – alters GTP binding to wildtype dog Rab7. 190,000 tested, 0.055% active. GST-Rab7 beads, fluorescent GTP binding, flow cytometry; actives lie on both sides; untreated = 100%, excess cold GTP = 0%. AID 758. GTP binding activity (percent of control), % at 10 µM;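 active means fluorescent GTP binding to Rab7 beads changed by at least 20 points from the 100% baseline, either direction, mostly lower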;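 further: median green fluorescence of bound Bodipy-FL-GTP per Rab7 bead population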
# Cdc42 wt – human Cdc42 wildtype GTP binding change, either direction; percent activity (GTP binding), % at 10 µM; GST-Cdc42 beads, Bodipy-GTP binding, flow cytometry; actives lie on both sides; 190,000 tested, 0.2% active; P60953;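 active means percent activity GTP binding at least 20 points away from the 100% baseline, either down as inhibitor or up as activator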;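 further: median bead fluorescence of bound Bodipy-FL-GTP at 100 nM; 0% = excess unlabeled GTP control and 100% = no compound control; below 100% means less GTP binding so inhibitor and above means activator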
# Target sequence (P60953 whole entry, looked up): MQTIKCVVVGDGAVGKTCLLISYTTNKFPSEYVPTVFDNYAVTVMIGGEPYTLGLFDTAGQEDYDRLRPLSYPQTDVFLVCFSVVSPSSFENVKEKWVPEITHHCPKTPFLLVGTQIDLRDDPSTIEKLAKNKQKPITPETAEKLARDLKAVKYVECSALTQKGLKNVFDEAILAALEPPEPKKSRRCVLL
# Bim-Bcl-XL – disrupts Bim peptide binding to human Bcl-XL; Q07817; bead flow cytometry, fluorescence; inhibition, % at 10 µM; 190,000 tested, 0.04% active
# Target sequence (Q07817 whole entry, looked up): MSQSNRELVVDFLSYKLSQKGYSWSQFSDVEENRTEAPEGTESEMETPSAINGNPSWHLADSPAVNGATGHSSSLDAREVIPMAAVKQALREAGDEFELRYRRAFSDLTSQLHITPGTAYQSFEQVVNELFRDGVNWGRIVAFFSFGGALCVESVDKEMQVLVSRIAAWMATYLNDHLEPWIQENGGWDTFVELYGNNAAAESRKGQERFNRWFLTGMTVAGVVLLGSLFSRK
# Bim-Bcl-2 – disrupts Bim peptide binding to human Bcl-2; P10415; Bead-based flow cytometry, Bim peptide-Bcl-2 binding; inhibition, % at 10 µM; 190,000 tested, 0.06% active; in the data active means inhibition above about 40%;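 further: 0% = no compound wells with probe peptide and 100% = reference peptide inhibitor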
# The depositor's hits bear a star; [ ] = dose if it differs, or a comment. Unless noted, no stated cut-off is given here; in the data, active means inhibition above about 40%. These rows are one share of the data (hit frequency here may not be typical).
Structure | HRas wt GTP | Rac1 mut GTP | Rac1 wt modul | Bim-Bcl-W | Bim-Bfl-1 | Bim-Bcl-B | Rab2A wt mod | Rab7 wt modul | Cdc42 wt | Bim-Bcl-XL | Bim-Bcl-2
COc1ccc(N=C2SCCCN2C)cc1 | 102 | 96 | 105 | -1 | -2 | -10 | 101 | 103 | 100 | -2 | -1
CCc1cc(=O)[nH]c(SCCCF)n1 | 91 | 98 | 96 | 0 | 0 | -7 | 95 | 95 | 95 | -1 | 1
CN(C)CC1CSCCC1(O)c1ccccc1 (stereo unspecified) | 102 | 100 | 103 | 0 | 1 | -1 | 102 | 104 | 104 | -1 | 1
Cc1ccc2c(c1)C1CN(C)CCC1N2C(=O)/C=C/c1ccc2c(c1)OCO2 (stereo unspecified) | 99 | 97 | 97 | 0 | -5 | -2 | 97 | 95 | 98 | -1 | -2
COc1ccc(CNC(=O)C(NC(C)=O)C(C)C)cc1OC (stereo unspecified) | 96 | 99 | 99 | -1 | 5 | 10 | 96 | 99 | 98 | 1 | 2
CC1(C)CC(=O)C(C2(O)C(=O)NC(=O)NC2=O)=C(O)C1 | 101 | 99 | 104 | -3 | -17 | -7 | 99 | 101 | 103 | -6 | -12
CN1C(=O)N(C)C(=O)C2(Cc3c(nc4ccccn4c3=O)N3CCc4ccccc4C32)C1=O (stereo unspecified) | 99 | 97 | 99 | 0 | -11 | -5 | 97 | 99 | 96 | 1 | -6
C[N+]1(C)CCN(c2ccccc2)CC1 | 98 | 99 | 104 | 0 | -3 | -1 | 101 | 99 | 105 | -2 | 1
c1cc2c(cc1CCNC1CCCCCC1)OCO2 | 103 | 99 | 110 | -1 | 0 | -1 | 102 | 100 | 104 | -3 | 3
COC(=O)C(O)(c1ccc(NC(=S)NC(=O)c2ccccc2)cc1)C(F)(F)F (stereo unspecified) | 98 | 98 | 99 | -3 | -3 | -2 | 97 | 95 | 98 | -2 | 0
CN(C)P(=O)(NC(=O)c1cccn1C)N(C)C | 97 | 97 | 99 | -1 | -4 | 0 | 99 | 96 | 102 | -1 | -4
CC1(C)CC(=O)C2=C(C1)NC(=O)C21C(C(=O)OC(C)(C)C)=C(N)Oc2ccc(Br)cc21 (stereo unspecified) | 101 | 94 | 101 | 5 | -7 | -4 | 98 | 101 | 99 | -2 | -6
Nc1c2c(nc3sc4c(c13)CCCC4)CCCCC2 | 101 | 98 | 101 | 0 | -12 | -4 | 100 | 101 | 101 | -19 | -11
Cc1ccc(OCC(=O)N2CCN(Cc3cccnc3)CC2)cc1 | 103 | 97 | 101 | 2 | -2 | -2 | 105 | 99 | 104 | -4 | -1
C=CCn1c(O)c(C(C)=Nc2ccc(N(C)C)cc2)c(=O)[nH]c1=O | 101 | 99 | 104 | 1 | -10 | -8 | 101 | 101 | 102 | -1 | -4
CC(Oc1ccc(-c2ccccc2)cc1)C(=O)O (stereo unspecified) | 137*[activator] | 130*[activator] | 157*[activator] | -7 | -1 | -4 | 141*[activator] | 126*[activator] | 161*[activator] | -9 | 0
Fc1cccc(CCNCc2ccccn2)c1 | 95 | 96 | 96 | 0 | 0 | 1 | 99 | 101 | 99 | 0 | 1
CSc1ccc(C(=O)C2CCCN(Cc3cnc(SC)nc3)C2)cc1 (stereo unspecified) | 97 | 96 | 99 | -4 | 3 | 0 | 97 | 94 | 97 | -3 | 3
CCn1nc(-c2ccccc2)nc2c(=O)n(C)c(=O)nc1-2 | 94 | 90 | 102 | 2 | 1 | 3 | 95 | 99 | 92 | 3 | 1
NC(N)=N/N=C/c1cn(-c2ccccc2)nc1-c1cccs1 | 103 | 102 | 108 | -7 | -5 | -23 | 106 | 97 | 108 | -9 | -3
O=P(NS(=O)(=O)c1ccccc1)(Oc1ccccc1)Oc1ccccc1 | 95 | 95 | 95 | -4 | -12 | -1 | 92 | 92 | 98 | -5 | -5
COc1ccc(OCC(=O)N2CCN(C/C=C/c3ccccc3)CC2)cc1 | 98 | 97 | 101 | -2 | 2 | -1 | 98 | 102 | 99 | -3 | 0
COc1ccc(N2C(=O)NC(=O)/C(=C\c3ccccc3[N+](=O)[O-])C2=O)cc1 | 98 | 94 | 104 | 1 | 7 | 1 | 100 | 104 | 98 | 0 | 6
COc1cccc(Oc2c(C)oc3cc(OC(=O)N(C)C)ccc3c2=O)c1 | 100 | 97 | 104 | -1 | -15 | -8 | 100 | 101 | 103 | -6 | -4
CCn1ccnc1CN1CCCC(C(=O)c2cc(F)ccc2OC)C1 (stereo unspecified) | 97 | 95 | 99 | -1 | -4 | -5 | 97 | 96 | 98 | -1 | -4
CN(C)c1ccc(N=Cc2c(O)n(CCC3=CCCCC3)c(=O)[nH]c2=O)cc1 | 98 | 97 | 100 | -3 | -12 | -4 | 93 | 98 | 97 | 0 | -2
COc1ccc(C(=O)C2CCCN(C3CSCCSC3)C2)c(C)c1 (stereo unspecified) | 92 | 93 | 92 | 2 | -5 | 0 | 95 | 93 | 96 | -2 | -2
c1ccc(Cn2ccnc2)cc1 | 100 | 97 | 105 | -7 | -4 | -2 | 100 | 101 | 105 | -1 | -1
COC(=O)c1ccc(C(C(=O)NC2CCCCC2)N(CCN2CCOCC2)C(=O)Cc2cccs2)cc1 (stereo unspecified) | 93 | 95 | 95 | 2 | 0 | 0 | 96 | 91 | 97 | 0 | 2
CN(C)CCNC(=O)c1cccn(Cc2cccc(C(F)(F)F)c2)c1=O | 96 | 93 | 98 | -1 | -2 | -1 | 98 | 96 | 95 | 0 | -2
COc1ccc(-c2[nH]ncc2CNC(C)Cc2ccsc2)c(F)c1 (stereo unspecified) | 99 | 97 | 101 | -1 | -7 | -6 | 97 | 106 | 99 | -4 | -5
CC(=O)Nc1ccc(C2CN(C)CC2C(=O)c2ccc(Cl)cc2)cc1 (stereo unspecified) | 98 | 95 | 96 | 0 | -5 | 0 | 102 | 105 | 95 | -1 | 1
CSC1=NP(=S)(SC)N(C)c2nc3n(c21)CCC3 (stereo unspecified) | 100 | 98 | 106 | -4 | -21 | -8 | 101 | 104 | 105 | -13 | -10
CCOc1ccccc1-n1c(O)c(C=Nc2ccc(N(CC)CC)cc2)c(=O)[nH]c1=O | 99 | 97 | 102 | 7 | -1 | 0 | 97 | 99 | 100 | -6 | 2
COc1ccc2c3c([nH]c2c1)C(C)NCC3 (stereo unspecified) | 98 | 96 | 101 | 2 | 2 | -3 | 100 | 101 | 99 | 0 | 3
Cc1ccc2c(c1)CNc1ccccc1O2 | 99 | 100 | 96 | 0 | 0 | -1 | 99 | 98 | 98 | -3 | 1
CCOc1ccc2c(c1)c(C(C)=O)c(C)n2Cc1ccco1 | 98 | 95 | 99 | -3 | -3 | -2 | 98 | 101 | 96 | -2 | -2
CCC(C)N1C(=O)/C(=C/c2ccc3c(c2)CCN3CCCCl)C(=O)NC1=S (stereo unspecified) | 95 | 95 | 95 | -4 | -4 | -14 | 96 | 97 | 96 | -10 | -4
N/C(=N\N=C/c1ccc(-c2ccc(O)c(C(=O)O)c2)o1)N[N+](=O)[O-] | 91 | 94 | 92 | 0 | 0 | 0 | 88 | 100 | 90 | -2 | 0
O=c1[nH]c(=O)n(-c2ccc(F)cc2)c(O)c1C=Nc1ccccc1N1CCCC1 | 99 | 97 | 103 | -1 | -10 | -11 | 98 | 100 | 100 | -9 | -6
Cc1ccc(C(=O)Nc2ccc(-n3ccnc3P(=O)(O)c3ccccc3)cc2)cc1 | 97 | 95 | 99 | 0 | -4 | -2 | 98 | 98 | 100 | -6 | -3
CC1CCN(S(=O)(=O)c2ccc(NN=C(C#N)C#N)cc2)CC1 | 101 | 99 | 103 | 0 | -12 | -6 | 99 | 95 | 101 | -5 | -10
O=[N+]([O-])c1ccc(N2CCNCC2)cc1N1CCCCC1 | 101 | 95 | 99 | 0 | -3 | -1 | 99 | 105 | 98 | 1 | -1
COc1cccc(-n2c(O)c(C=NCc3ccc4c(c3)OCO4)c(=O)[nH]c2=O)c1 | 100 | 99 | 105 | 1 | -1 | 1 | 101 | 103 | 103 | -2 | -3
CCOC(=O)c1c(-n2c(C)cc(/C=C3\C(=O)NC(=O)N(C)C3=O)c2C)sc2c1CCCC2 | 99 | 97 | 101 | 5 | -4 | -1 | 99 | 101 | 99 | 0 | 0
CN1c2ccccc2Oc2ccccc21 | 99 | 98 | 98 | -3 | 6 | -17 | 97 | 99 | 99 | -5 | 1
COC(=O)C1C2c3ccccc3OC1(C)N=c1s/c(=C/c3cnn(C)c3C)c(=O)n12 (stereo unspecified) | 99 | 99 | 101 | 19 | 11 | 73* | 101 | 102 | 100 | 18 | 27
CCCCn1c(O)c(C(CC)=NCc2cccnc2)c(=O)[nH]c1=O | 99 | 97 | 104 | 0 | -17 | -8 | 97 | 100 | 98 | -6 | -13
O=C(O)c1ccc2c(c1)C1C(Cl)C(Sc3ccccc3[N+](=O)[O-])CC1C(c1cccc([N+](=O)[O-])c1)N2 (stereo unspecified) | 90 | 84 | 88 | 2 | 4 | 0 | 88 | 96 | 89 | -2 | 3
CCCCn1c(O)c(C=NCCCn2ccnc2)c(=O)[nH]c1=O | 99 | 95 | 96 | -2 | -1 | -2 | 95 | 97 | 99 | 0 | -3
O=C(COc1ccc(Cl)cc1)N1CCN(Cc2ccc([N+](=O)[O-])cc2)CC1 | 99 | 97 | 100 | 0 | -12 | -4 | 101 | 101 | 101 | -1 | 0
FC(F)(F)c1ccc2c(c1)nnn2C1CCN(Cc2nnnn2Cc2ccccc2)CC1 | 102 | 101 | 104 | 0 | -16 | -10 | 101 | 97 | 102 | -4 | -7
COc1c(C)cc(C(=O)C2CCCN(Cc3ccccn3)C2)cc1C (stereo unspecified) | 97 | 95 | 97 | 0 | -1 | 0 | 99 | 97 | 99 | 0 | -1
Cc1occc1C(=O)N1CCC2(CC1)OCCO2 | 97 | 96 | 101 | -4 | -6 | -7 | 96 | 96 | 97 | -11 | -1

# Structural class, the compounds so far containing a carbonyl joined to an NH by a bond outside any ring
Structure | HRas wt GTP | Rac1 mut GTP | Rac1 wt modul | Bim-Bcl-W | Bim-Bfl-1 | Bim-Bcl-B | Rab2A wt mod | Rab7 wt modul | Cdc42 wt | Bim-Bcl-XL | Bim-Bcl-2
COc1ccc(CNC(=O)C(NC(C)=O)C(C)C)cc1OC (stereo unspecified) | 96 | 99 | 99 | -1 | 5 | 10 | 96 | 99 | 98 | 1 | 2
COC(=O)C(O)(c1ccc(NC(=S)NC(=O)c2ccccc2)cc1)C(F)(F)F (stereo unspecified) | 98 | 98 | 99 | -3 | -3 | -2 | 97 | 95 | 98 | -2 | 0
CN(C)P(=O)(NC(=O)c1cccn1C)N(C)C | 97 | 97 | 99 | -1 | -4 | 0 | 99 | 96 | 102 | -1 | -4
COC(=O)c1ccc(C(C(=O)NC2CCCCC2)N(CCN2CCOCC2)C(=O)Cc2cccs2)cc1 (stereo unspecified) | 93 | 95 | 95 | 2 | 0 | 0 | 96 | 91 | 97 | 0 | 2
CN(C)CCNC(=O)c1cccn(Cc2cccc(C(F)(F)F)c2)c1=O | 96 | 93 | 98 | -1 | -2 | -1 | 98 | 96 | 95 | 0 | -2
CC(=O)Nc1ccc(C2CN(C)CC2C(=O)c2ccc(Cl)cc2)cc1 (stereo unspecified) | 98 | 95 | 96 | 0 | -5 | 0 | 102 | 105 | 95 | -1 | 1
Cc1ccc(C(=O)Nc2ccc(-n3ccnc3P(=O)(O)c3ccccc3)cc2)cc1 | 97 | 95 | 99 | 0 | -4 | -2 | 98 | 98 | 100 | -6 | -3

# High-throughput results from PubChem BioAssay.
